QS inhibitor: S. aureus quorum sensing inhibition; S. aureus RN6390 RNAIII-GFP reporter, AIP-induced, flow cytometry 3 h; 24,000 compounds, 0.3% hits; inhibition, % at 2 µM;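 active = share of bacteria positive for the green fluorescent reporter and its mean brightness both inhibited by 50% or more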;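 note: 0% = AIP-stimulated control and 100% = unstimulated bacteria without AIP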
QS inhibitor GFP MFI %: also measured in QS inhibitor; calls as there; inhibition, %; measured here: inhibition of GFP MFI
An asterisk follows results filed as active; & = joins results of further samples.

QS inhibitor GFP MFI %,QS inhibitor,Compound
19.9,3.7,COc1ccccc1NC(=O)C1=C(C)Nc2nc(-c3cccs3)nn2C1c1cccc(O)c1 (stereo not drawn)
38.0,19.7,O=C(Nc1ccc(Br)cc1F)c1ccc2c(c1)N(Cc1ccccc1)C(=O)CS2=O (stereo not drawn)
5.0,1.4,COC(=O)c1ccc2c(c1)N(Cc1nc(-c3cccc(C)c3)oc1C)C(=O)C1CCCN21 (stereo not drawn)
13.9,5.0,CCc1c(C)sc(NC(=O)c2cc(-c3cc(OC)ccc3OC)on2)c1C#N
2.9,-0.8,Cc1cc2c(c(=O)n1CCN(C)C)C(c1ccncc1)C(C#N)=C(N)O2 (stereo not drawn)
-25.9,-0.3,CCCn1c2ccccc2c2cc(C(=O)O)ccc21
-7.3,-1.7,O=C(c1cccc(F)c1)N1CCc2ccccc21
9.1,-0.4,COc1ccc(NC(=O)CSc2nccn2-c2ccccc2)c(OC)c1
10.6,1.3,CCN1C(=O)c2ccccc2S(=O)c2ccc(C(=O)N3CCCCCC3)cc21 (stereo not drawn)
18.6,8.5,O=C(CN1C(=O)C2C3C=CC(C3)C2C1=O)NCCC1=CCCCC1 (stereo not drawn)
-10.1,-2.3,Nc1cc(-c2ccc(Br)cc2)nn1S(=O)(=O)c1ccccc1
3.1,-0.1,Cc1c(C(=O)OCC(C)C)[nH]c2c1C(=O)CC(c1ccco1)C2 (stereo not drawn)
22.6,2.6,CCOc1ccc(OCC)c(NC(=O)Cn2cccc2)c1
15.2,2.6,O=C(CNS(=O)(=O)c1ccc(Br)s1)Nc1ccc2c(c1)OCCO2
12.7,4.2,CCOc1ccc(-c2nnc3ccc(SCC(=O)N4CCN(c5ccccc5)CC4)nn23)cc1

The results go on:
QS inhibitor GFP MFI %,QS inhibitor,Compound
11.0,6.1,Cc1nc2sc(C(c3ccc(F)cc3)N3CCOCC3)c(O)n2n1 (stereo not drawn)
3.4,0.9,CCCCOC(=O)c1ccc(OC(=O)c2cccnc2)cc1
6.5,-1.2,COc1cc2c(cc1OC)CN(C(=O)COc1ccc(C)c(C)c1)CC2
-8.8,-1.3,CCCCNC(=O)CN(C1CCCCC1)S(C)(=O)=O
7.1,1.0,COC(=O)c1cccc(NC(=O)C2COc3ccccc3O2)c1C (stereo not drawn)
-3.3,-2.3,O=C(NCc1nnc(SCC(=O)N2CCCC2)o1)c1ccccc1F
-22.7,-4.2,O=C(NCCc1ccccc1)C1CCCN(S(=O)(=O)c2cccs2)C1 (stereo not drawn)
6.6,2.0,CC1=C(C(=O)Nc2ccccn2)C(c2cccnc2)n2nnnc2N1 (stereo not drawn)
9.5,4.2,Cn1nc(-c2ccccc2F)c2cc(C(=O)N3CCN(C(=O)c4ccco4)CC3)sc21
19.0,2.8,COC(=O)c1ccc2c(=O)n3c(nc2c1)SCC(c1ccccc1)=N3
1.4,-0.2,Cc1ccc(C)c2[nH]c(=O)c(CCNC(=O)CC(C)(C)C)cc12
-2.3,0.9,CCn1c(SCC(=O)Nc2nc(C)cs2)nnc1-c1ccco1
-2.0,-0.4,O=C(c1ccccc1)c1ccncc1
-10.1,1.7,O=c1[nH]c2ccc(S(=O)(=O)N3CCN(c4ccccc4F)CC3)cc2s1
-4.5,-2.1,CCOc1ccc(N2Cc3ncccc3C2=O)cc1

Next part:
QS inhibitor GFP MFI %,QS inhibitor,Compound
-1.3,-0.4,Cc1cc(NCCN(C)C)n2nc(-c3cccs3)cc2n1
17.2,7.4,COc1ccccc1-c1cc(C(=O)Nc2cc(C)n(Cc3ccc(Cl)cc3)n2)no1
-2.1,-1.0,Cc1cc(C(N)=O)c2cc(Br)ccc2n1
-4.1,-0.6,O=C(NCc1ccco1)C1CCN(S(=O)(=O)N2CCC3(CC2)OCCO3)CC1
1.7,-0.6,CC(C)(C)c1ccc2c(c1)N(CC(=O)O)C(=O)CO2
-6.0,-3.4,Cc1ccc2c(c1)N(CCC(=O)NC1CC1)C(=O)C(C)O2 (stereo not drawn)
10.1,0.3,CCC(=O)Nc1ccc(NC(=O)c2cccc(OC)c2)nc1
16.2,12.8,CC(=O)Nc1ccc(S(=O)(=O)N2CCN(c3cc(C)nc4ccccc34)CC2)cc1
28.7,1.8,CC(=O)N1CCc2cc(Br)cc(S(=O)(=O)N3CCN(C(=O)c4ccco4)CC3)c21
4.6,0.9,C=C(C)Cn1c(N2CCN(CC)CC2)nc2c1c(=O)[nH]c(=O)n2C
7.3,-4.9,Cc1cccc(S(=O)(=O)Nc2cccc(-c3cn4ccsc4n3)c2)c1
-1.9,-0.8,CCOC(=O)C(CCc1nnc(N)s1)C(=O)OCC
2.6,0.4,CCCC(=O)Nc1ccc(NC(=O)c2cccs2)cn1
2.1,-0.3,COc1ccccc1NC(=O)Cn1c(=O)n2nc(C)nc2c2ccccc21
-5.0,-1.0,O=S(=O)(c1cccc2c(S(=O)(=O)N3CCCC3)cccc12)N1CCCC1

Additional compounds.
QS inhibitor GFP MFI %,QS inhibitor,Compound
12.1,2.4,CCOc1ccc(C2N(c3cc(C)on3)C(=O)C3CCCN32)cc1OC (stereo not drawn)
1.9,-0.8,COc1ccc(NC(=O)c2ccco2)cc1NC(=O)c1cccs1
2.4,-1.3,C=CCn1c2ccccc2c2nnc(SCC(=O)NC(C(=O)OC)C(C)C)nc21 (stereo not drawn)
5.8,3.1,Cc1ccc(CNC(=O)c2ccc(Cn3nc(C)c(Cl)c3C)o2)cc1
-21.7,-3.1,Cc1ccc(Nc2nc(N)nc(CN3CCN(Cc4ccc5c(c4)OCO5)CC3)n2)cc1
-6.6,-0.3,Cc1n[nH]c(C)c1S(=O)(=O)N1CCOCC1
30.8,-0.3,FC(F)Oc1ccc(-c2csc(Cc3nnc4n3CCCCC4)n2)cc1
2.4,-0.3,CCOc1nc(SCCOc2ccccc2)nc(N(C)C)n1
-6.9,-4.8,Cc1ccc(CCNC(=O)C2CCN(C(=O)c3sccc3-n3cccc3)CC2)cc1
-20.6,-1.7,CSc1ccccc1C(=O)NC1CC2CCC1C2 (stereo not drawn)
0.5,-1.2,COc1ccc(S(=O)(=O)Nc2ccc(F)c(F)c2)cc1Cl
3.9&-12.0,0.0&-2.3,CC(NC(=O)c1cccs1)C(c1cccs1)N1CCN(c2ccccc2)CC1 (stereo not drawn)
-4.7,-3.0,CCOC(=O)N1CCN(S(=O)(=O)c2ccc3c(c2)SCC(=O)N3)CC1
-2.1,-0.2,CC1CCCC(C)N1CCNC(=O)C1CCN(S(=O)(=O)N2CCCCC2)CC1 (stereo not drawn)
-17.4,-0.7,O=C(Nc1cccnc1)c1coc(=O)c2ccccc12

More entries:
QS inhibitor GFP MFI %,QS inhibitor,Compound
-18.0,-7.6,CC1=C(C(=O)NCCCOC(C)C)C2(CCC(C)CC2)OC1=O (stereo not drawn)
7.3,1.5,Cc1cc(C)c2nc(N3CCC(C(=O)N4CCCC4)CC3)sc2c1
-6.5,-3.4,COc1ccc(CN2CC(C(=O)NCCN3CCOCC3)CC2=O)cc1 (stereo not drawn)
6.2,0.2,O=S(=O)(c1cccs1)N1CCN(Cc2nc3ccccc3s2)CC1
-0.2,-1.5,C/C(=N\O)C1/C(=N/O)CC2C1C2(C)C (stereo not drawn)
1.6,0.7,CC(C)c1nccn1S(=O)(=O)c1cc(Cl)ccc1Cl
-15.9,-6.2,COCCNC(=O)c1cc(-c2ccc(Cl)c(Cl)c2)on1
-0.2,-0.6,Oc1ccccc1-c1cc(C(F)(F)C(F)F)[nH]n1
9.9,0.4,CCC1(CC)C(=O)C(C)(C)C(=O)OC1c1cccs1 (stereo not drawn)
0.6,-0.5,CCOc1ccc2nc(Nc3nc4c(c(=O)[nH]3)CCC4)nc(C)c2c1
-16.1,-2.9,O=C(CN1CCN(c2ccccc2F)CC1)c1ccc2cc[nH]c2c1
-13.5,-7.6,O=C(CN1C(=O)CCSc2ccccc21)Nc1ccc(F)cc1
8.9,2.4,Cc1noc(/C=C/N(C)C)c1S(=O)(=O)N(C)CC(=O)N1CCc2ccccc21
19.3,8.2,COc1ccc(C(=O)N2CCN(c3nc4ccccc4o3)CC2)cc1OC
-4.7,-0.2,COc1ccc(-n2ncc3c(NCc4ccccn4)ncnc32)cc1

Other compounds.
QS inhibitor GFP MFI %,QS inhibitor,Compound
4.0,0.2,Cc1ccc(-c2noc(COc3ccccc3C)n2)cc1
7.8,4.7,COc1ccc(-c2ccc(=O)n(Cc3cc(=O)n4ccccc4n3)n2)cc1
-14.8,-4.1,O=C(Cc1ccccc1)Nc1nonc1NC(=O)c1ccccc1
46.2,24.5,Cc1ccc(C2C(C(=O)c3sc(C)nc3C)=C(O)C(=O)N2CCN(C)C)o1 (stereo not drawn)
-2.3,-1.1,CN(CCNC(=O)C1(O)c2ccccc2NC(=O)N1c1ccccc1)Cc1ccccc1 (stereo not drawn)
-10.6,-1.1,Cn1cc(S(=O)(=O)CC(=O)Nc2ccc3c(c2)OCCO3)c2ccccc21
-5.2,-0.6,O=C(O)c1ccc(CN2C(=O)CSC2=S)cc1
-7.3,-2.8,CCOc1ccc(-n2c(SC(C)C)nc3c(c2=O)SCC3)cc1
-14.3,-2.2,CC(=O)c1c(C)nc2ccccn12
-14.3,-2.5,COc1ccc(Br)cc1S(=O)(=O)N1CC(C)OC(C)C1 (stereo not drawn)
-12.8,-6.1,CCCOc1ccc(C2C(C(=O)OC)=C(C)N=C3SCCC(=O)N32)cc1OCC (stereo not drawn)
5.0,0.2,CN(CC(=O)Nc1ccc(F)c(Cl)c1)S(=O)(=O)c1cccc2nsnc12
-8.3,-7.2,COc1ccc(C2N3CC4(C)CN2CC(C)(C3)C4O)cc1 (stereo not drawn)
-19.5,-1.1,Cc1nnc(C)n1/N=C/c1ccc(C(C)C)cc1
-3.1,-0.3,CCCn1cnc2c(cnn2-c2ccc(F)cc2)c1=O

14 entries from above, with values under each structure.
The line under a structure holds: QS inhibitor GFP MFI %, QS inhibitor
- Cc1ccc(-c2noc(COc3ccccc3C)n2)cc1
    4.0, 0.2
- COc1ccc(-c2ccc(=O)n(Cc3cc(=O)n4ccccc4n3)n2)cc1
    7.8, 4.7
- O=C(Cc1ccccc1)Nc1nonc1NC(=O)c1ccccc1
    -14.8, -4.1
- Cc1ccc(C2C(C(=O)c3sc(C)nc3C)=C(O)C(=O)N2CCN(C)C)o1 (stereo not drawn)
    46.2, 24.5
- CN(CCNC(=O)C1(O)c2ccccc2NC(=O)N1c1ccccc1)Cc1ccccc1 (stereo not drawn)
    -2.3, -1.1
- Cn1cc(S(=O)(=O)CC(=O)Nc2ccc3c(c2)OCCO3)c2ccccc21
    -10.6, -1.1
- O=C(O)c1ccc(CN2C(=O)CSC2=S)cc1
    -5.2, -0.6
- CCOc1ccc(-n2c(SC(C)C)nc3c(c2=O)SCC3)cc1
    -7.3, -2.8
- CC(=O)c1c(C)nc2ccccn12
    -14.3, -2.2
- COc1ccc(Br)cc1S(=O)(=O)N1CC(C)OC(C)C1 (stereo not drawn)
    -14.3, -2.5
- CCCOc1ccc(C2C(C(=O)OC)=C(C)N=C3SCCC(=O)N32)cc1OCC (stereo not drawn)
    -12.8, -6.1
- CN(CC(=O)Nc1ccc(F)c(Cl)c1)S(=O)(=O)c1cccc2nsnc12
    5.0, 0.2
- COc1ccc(C2N3CC4(C)CN2CC(C)(C3)C4O)cc1 (stereo not drawn)
    -8.3, -7.2
- Cc1nnc(C)n1/N=C/c1ccc(C(C)C)cc1
    -19.5, -1.1

Next section:
QS inhibitor GFP MFI %,QS inhibitor,Compound
-12.1,0.1,COc1ccc(C)cc1S(=O)(=O)N(C)CC(=O)Nc1ccc2c(c1)OCO2
-3.0,-0.6,COc1ccccc1Nc1nc(N)nc(CN2CCN(c3ccccc3F)CC2)n1
5.9,1.2,CCCCN(CC)CCNc1c(N2CCN(C(=O)OCC)CC2)c(=O)c1=O
-7.0,-0.7,CCOC(=O)c1[nH]c2ccc(F)cc2c1NC(=O)C(C)N1CCc2cc(OC)c(OC)cc2C1 (stereo not drawn)
-2.5,-2.9,Cc1ccc(S(=O)(=O)Cc2ccc(C(=O)N3CCCCCC3)o2)cc1
-3.7,-2.0,CC1=C(C(=O)NCCN2CCN(C)CC2)C2(CCC(C)CC2)OC1=O (stereo not drawn)
7.3,3.6,CCOc1ccc(N(CC(=O)Nc2ccc(C)c(C)c2)S(=O)(=O)c2c(C)noc2C)cc1
-6.1,-0.1,O=C(CSc1nnnn1C1CCCC1)Nc1cccc(NC(=O)c2ccco2)c1
-3.9,0.0,Cc1cc(=O)n(C)c(=O)n1CCCNc1ccccc1
-9.6,-1.2,CCN(CC)S(=O)(=O)c1ccc(C(=O)NCCc2cc3c(OC)ccc(OC)c3[nH]c2=O)cc1
-9.5,-5.8,Cc1ccc(S(=O)(=O)NCCN(CCNS(=O)(=O)c2ccc(C)cc2)S(C)(=O)=O)cc1
-3.8,-3.4,CCCCOC(=O)C1=C(C)Nc2nnnn2C1c1ccc(OC)c(OC)c1OC (stereo not drawn)
10.1,2.6,Cc1ccc(Cn2nnc(C(=O)Nc3cccc(C)c3C)c2N)cc1
8.6,2.5,O=C(CSc1nnc2scc(-c3ccccc3)n12)NCc1ccco1
-23.2,0.4,COC(=O)CSC1=C(C#N)C(c2ccccc2)CC(=O)N1 (stereo not drawn)

The listing continues.
QS inhibitor GFP MFI %,QS inhibitor,Compound
23.3,13.6,Cc1cc(NC(=O)c2cc(-c3ccco3)on2)nn1Cc1ccc(Cl)cc1
-24.9,-1.7,O=C(NCC1CCCO1)c1ccc(/C=N/O)nc1 (stereo not drawn)
10.1,-0.5,CCOC(=O)C1CCCN(C(=O)C2CCN(c3nnc(-n4cccc4)s3)CC2)C1 (stereo not drawn)
5.4,0.1,Cc1nc2sc3c(c2c(=O)o1)CCC3
14.3,8.1,Oc1ccccc1CNc1nc2ccccc2n1CCN1CCCCC1
6.1,0.7,Cc1ccc(S(=O)(=O)N2CCN(S(=O)(=O)N(C)C)CC2)cc1
5.8,-3.7,N#Cc1nc(-c2ccco2)oc1NCc1ccco1

Not all compounds are listed; count on the stated rates, not on these rows.
